High-throughput results as filed in PubChem.
USP7 block: inhibitors of human USP7 deubiquitinase | purified USP7, Ub-rhodamine cleavage fluorescence | hit rate 0.3% among 47,000 | inhibition, % at 20 µM | Ubiquitin carboxyl-terminal hydrolase 7 (Homo sapiens), Q93009
USP10 inh: inhibitors of human USP10 deubiquitinase; Ubiquitin carboxyl-terminal hydrolase 10 (Homo sapiens), Q14694; AID 1645856, 2021; purified USP10, Ub-rhodamine fluorescence, 60 min; hit rate 1.1% among 47,000; inhibition, % at 20 µM
USP28 block: inhibitors of human USP28 deubiquitinase; Ubiquitin carboxyl-terminal hydrolase 28 (Homo sapiens), Q96RU2; purified USP28, Ub-rhodamine cleavage fluorescence, 30 min; inhibition, % at 25 µM; hit rate 3% among 47,000; AID 1645857, 2021
Target sequence (Q96RU2 whole entry, looked up): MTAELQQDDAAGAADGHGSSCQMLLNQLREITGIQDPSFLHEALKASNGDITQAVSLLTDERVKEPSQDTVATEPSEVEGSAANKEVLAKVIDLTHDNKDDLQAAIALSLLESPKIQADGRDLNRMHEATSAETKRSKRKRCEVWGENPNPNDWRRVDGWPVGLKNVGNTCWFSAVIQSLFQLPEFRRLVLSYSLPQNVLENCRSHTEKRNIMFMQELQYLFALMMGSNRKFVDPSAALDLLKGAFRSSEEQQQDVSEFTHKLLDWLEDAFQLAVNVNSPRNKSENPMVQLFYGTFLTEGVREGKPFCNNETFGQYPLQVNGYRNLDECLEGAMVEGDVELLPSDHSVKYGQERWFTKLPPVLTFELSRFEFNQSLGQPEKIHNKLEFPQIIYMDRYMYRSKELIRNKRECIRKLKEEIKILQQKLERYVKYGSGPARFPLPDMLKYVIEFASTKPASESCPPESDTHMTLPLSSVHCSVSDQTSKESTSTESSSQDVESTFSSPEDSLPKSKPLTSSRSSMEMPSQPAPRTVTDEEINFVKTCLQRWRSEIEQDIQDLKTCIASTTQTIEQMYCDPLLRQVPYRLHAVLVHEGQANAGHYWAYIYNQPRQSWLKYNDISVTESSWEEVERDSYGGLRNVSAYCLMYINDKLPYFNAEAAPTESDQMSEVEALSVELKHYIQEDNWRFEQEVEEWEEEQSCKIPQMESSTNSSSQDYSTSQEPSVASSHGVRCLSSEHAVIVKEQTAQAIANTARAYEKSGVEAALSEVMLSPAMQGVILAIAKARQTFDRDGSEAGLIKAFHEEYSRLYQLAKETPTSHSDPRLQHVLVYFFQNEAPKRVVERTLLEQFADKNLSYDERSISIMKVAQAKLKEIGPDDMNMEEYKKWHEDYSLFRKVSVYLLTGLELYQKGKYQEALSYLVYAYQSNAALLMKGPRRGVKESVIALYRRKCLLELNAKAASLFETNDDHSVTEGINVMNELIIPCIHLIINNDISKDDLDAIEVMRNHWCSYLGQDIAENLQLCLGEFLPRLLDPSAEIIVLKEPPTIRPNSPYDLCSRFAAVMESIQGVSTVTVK
OTUD3 inh: inhibitors of human OTUD3 deubiquitinase; OTU domain-containing protein 3 (Homo sapiens), Q5T2D3; purified OTUD3, Ub-rhodamine fluorescence, 2 h; inhibition, % at 25 µM; hit rate 0.7% among 47,000
USP30 block: inhibitors of human USP30 deubiquitinase | inhibition, % at 25 µM | Ubiquitin carboxyl-terminal hydrolase 30 (Homo sapiens), Q70CQ3 | purified USP30, Ub-rhodamine cleavage fluorescence | AID 1645860, 2021 | hit rate 5.3% among 47,000
USP17 inh: inhibitors of human USP17 deubiquitinase; hit rate 6.5% among 47,000; Ubiquitin carboxyl-terminal hydrolase 17-like protein 5 (Homo sapiens), A8MUK1; inhibition, % at 50 µM; purified USP17, Ub-rhodamine cleavage fluorescence, 3 h
UCHL1 inh: inhibitors of human UCHL1 deubiquitinase; Ubiquitin carboxyl-terminal hydrolase isozyme L1 (Homo sapiens), P09936; purified UCHL1, Ub-rhodamine cleavage fluorescence; inhibition, % at 20 µM; hit rate 0.2% among 47,000
USP8 block: inhibitors of human USP8 deubiquitinase | Ubiquitin carboxyl-terminal hydrolase 8 (Homo sapiens), P40818 | AID 1645853, 2021 | purified USP8, Ub-rhodamine cleavage fluorescence, 30 min | hit rate 4.2% among 47,000 | inhibition, % at 20 µM
The depositor's hits bear a star; x = not tested or not shown. Rule as the data show it: active = inhibition above about 30%; inactive = the rest.

#	Compound	USP7 block	USP10 inh	USP28 block	OTUD3 inh
1	O=C1C(=NCC(F)(F)F)N[C@@H]2[C@@H](O)[C@@H](O)[C@H](O)[C@@H](CO)N12	2.3	-0.3	-2.8	-0.9
2	CCc1ccc(NC(=O)[C@H](C)NC(=O)C2CCN(C(=O)[C@H](CCSC)NC(=O)OC(C)(C)C)CC2)cc1	1.3	-2.6	0.2	11.4
3	O=C(Cc1ccccc1[N+](=O)[O-])Nc1cnn(Cc2ccc(F)cc2)c1	-2.9	-0.9	-9.0	1.5
4	COc1cccc2cc(C(=O)Nc3cccc(Br)c3)c(=N)oc12	1.8	6.3	-17.4	-6.9
5	CC(=O)N1CCCC2(Cc3ccccc3CN2S(=O)(=O)c2ccccc2)C1 (stereo not given)	-4.5	-1.8	-6.3	-5.3
6	COC(=O)c1ccc(CSc2nnc(/C=C/c3ccccc3)o2)cc1	5.1	20.1	-14.7	-2.9
7	O=C(CCCCn1c(=O)c2ccccc2n(CC(=O)Nc2ccc(F)c(Cl)c2)c1=O)NCc1ccco1	0.0	12.0	22.0	25.9
8	COc1cccc(CN2C(=O)c3cc4occc4n3CC2(C)C(=O)NC2CCCCCC2)c1 (stereo not given)	-57.3	5.6	-11.5	-25.4
9	Cc1ccc(NC(=O)Nc2ccc(C)n(CC(=O)Nc3ccccc3)c2=O)cc1	20.5	39.1*	x	4.0
10	Cc1ccc(-c2nc(C)sc2CC(=O)Nc2ccc(F)cc2F)cc1	-15.5	0.1	4.4	-14.3
11	Cc1cccc(Cn2cc(S(=O)(=O)N3CCCCC3)ccc2=O)c1	-2.1	0.9	14.1	16.7
12	Cc1nc2ccc(NC(=O)Nc3ccccc3)cc2s1	-0.4	-9.4	14.7	-0.3
13	Clc1cccc(-n2ncc3c2ncn2nc(Cc4cccc5ccccc45)nc32)c1	-4.2	-10.4	-44.2	-31.5
14	CC(=O)c1ccc(NS(=O)(=O)c2cc(C)cc3c2OCCN3C)cc1	-6.8	0.0	-5.4	-8.3
15	O=C(Nc1cccc(F)c1)c1ncn2c1CNS(=O)(=O)c1ccccc1-2	1.1	0.4	3.7	0.4

#	USP30 block	USP17 inh	UCHL1 inh	USP8 block
1	-1.0	-21.4	-4.4	-179.0
2	10.0	1.8	0.3	10.1
3	31.7*	-28.4	-2.8	-142.6
4	4.7	2.9	-3.4	0.9
5	-19.1	-7.7	-3.6	-38.2
6	-4.0	-1.4	0.9	-5.5
7	-5.9	70.3*	7.5	59.4*
8	-147.7	5.6	6.5	4.6
9	x	89.2*	2.2	44.9*
10	-14.7	-17.2	-0.5	-15.4
11	16.5	11.5	2.7	-53.0
12	-29.8	-0.8	-4.4	-0.1
13	-69.1	-44.4	-4.2	0.3
14	-5.8	-10.1	-2.2	-1.6
15	9.1	13.0	0.5	3.4

Whole records, quoted from the list. Values in the order: USP7 block, USP10 inh, USP28 block, OTUD3 inh, USP30 block, USP17 inh, UCHL1 inh, USP8 block
Cc1cccc(Cn2cc(S(=O)(=O)N3CCCCC3)ccc2=O)c1 is entered as -2.1, 0.9, 14.1, 16.7, 16.5, 11.5, 2.7, -53.0
CC(=O)c1ccc(NS(=O)(=O)c2cc(C)cc3c2OCCN3C)cc1 is entered as -6.8, 0.0, -5.4, -8.3, -5.8, -10.1, -2.2, -1.6

The main list resumes, starting two compounds before the break.
#	Compound	USP7 block	USP10 inh	USP28 block	OTUD3 inh
14	CC(=O)c1ccc(NS(=O)(=O)c2cc(C)cc3c2OCCN3C)cc1	-6.8	0.0	-5.4	-8.3
15	O=C(Nc1cccc(F)c1)c1ncn2c1CNS(=O)(=O)c1ccccc1-2	1.1	0.4	3.7	0.4
16	Cc1ccc(-c2cc(CNC(=O)c3ccccc3F)no2)cc1	-0.2	-4.4	16.7	8.0
17	O=C(COc1ccc(Cl)cc1)Nc1ccc(S(=O)(=O)Nc2ccccc2)cc1	3.8	26.0	20.6	7.0
18	CC1CCN(c2ccc3nnc(CCC(=O)NC4CCCC4)n3n2)CC1	0.0	0.2	4.6	8.6
19	COC(=O)CCC(=O)N1CCC2(CN(Cc3ccc(-c4ccccc4)cc3)C2)C1	-6.3	-0.8	-0.9	-4.8
20	CCn1nc(NS(=O)(=O)c2ccc(F)cc2)c2cc3ccccc3nc21	-0.1	-2.0	0.7	6.7
21	N#Cc1ccc(NC(=O)COC(=O)c2ccccc2Nc2ccccc2)cc1	-4.5	6.5	27.4	3.9
22	Cc1ccc(CNC(=O)c2ccc3c(c2)sc2nc(-c4ccc(C)cc4)cn23)cc1	0.8	4.0	-9.6	-8.5
23	Cc1ccc2c(c1)ncc1c(-c3ccccc3)nn(-c3ccc(F)cc3)c12	6.6	5.5	-2.2	0.2
24	COc1ccc(N2CCN(c3ncc4c(=O)n(Cc5ccccn5)ccc4n3)CC2)cc1	-1.1	-2.6	-2.4	-0.1
25	N#Cc1cccc(CN2CCC(c3nc(-c4ccc(C(F)(F)F)nc4)no3)CC2)c1	-1.5	-0.4	-4.1	-0.8
26	CCOc1ccccc1NC(=O)Cn1c(=O)n(CCC(=O)NC2CCCC2)c(=O)c2cc(OC)c(OC)cc21	6.2	-2.4	17.9	14.5
27	CCOc1ccc(-c2c3c4n(c(-c5ccc(Cl)cc5)cn4c2C(=O)Nc2ccccc2OC)CCCC3)cc1	-0.3	-6.3	-58.4	-50.3
28	Cc1ncc(C(=O)N2CCC(C3(C)CCCCN(CCc4ccccc4)C3=O)CC2)c(C)n1 (stereo not given)	-0.3	0.6	-7.8	-0.6
29	COc1ccc(-c2noc(CSc3nc4ccccc4[nH]3)n2)c(OC)c1	-7.8	-4.6	-21.6	-21.7
30	COc1cc(NC(=O)c2nc3ccccc3nc2N2CCOCC2)cc(OC)c1	0.8	-4.4	-2.8	-0.2

#	USP30 block	USP17 inh	UCHL1 inh	USP8 block
14	-5.8	-10.1	-2.2	-1.6
15	9.1	13.0	0.5	3.4
16	4.8	8.0	0.7	12.4
17	37.5*	40.5*	3.4	8.5
18	11.6	8.7	-0.9	18.4
19	-0.1	-12.7	-2.7	-19.1
20	-5.8	12.6	0.6	21.1
21	5.5	34.1*	5.1	6.9
22	-23.7	-8.7	-1.5	-0.4
23	-0.4	3.0	1.0	14.4
24	8.7	5.1	-2.7	7.1
25	-8.4	-7.6	-2.2	-31.4
26	20.0	4.3	1.1	-0.2
27	-226.7	-64.8	-1.7	-17.1
28	-7.0	-1.2	-1.3	8.6
29	-24.1	-27.6	-2.2	-9.7
30	-10.2	-5.8	1.5	4.8

Next section.
#	Compound	USP7 block	USP10 inh	USP28 block	OTUD3 inh
31	COc1ccc(-c2ccnc(SCc3cccc([N+](=O)[O-])c3)n2)cc1	4.4	3.8	6.0	2.8
32	c1ccc(CN2CCCC(c3nc(-c4cccnc4)n[nH]3)C2)cc1 (stereo not given)	2.0	-0.3	-8.4	-1.5
33	CCc1ccc(-n2c(=O)[nH]c3c(c2=O)C(C)(C)Cc2ccccc2-3)cc1	6.5	1.5	3.4	7.8
34	O=C(O)CC1C(=O)NCCN1CCCc1ccccc1 (stereo not given)	-3.4	-1.0	-6.3	-3.7
35	Cc1cccc(N2CCN(C(=O)c3cnc4sccn4c3=O)CC2)c1C	-8.9	-7.0	-40.3	-33.1
36	Clc1cccc(CN2CCc3nc(N4CCOCC4)ncc3C2)c1	-7.4	-11.3	-33.9	-29.4
37	C=C1CC[C@@H]2[C@@]3(C)CCC(=O)C(C)(C)[C@@H]3CC[C@@]2(C)[C@]12Cc1c(c(C)c(C)oc1=O)O2	7.0	1.9	12.9	2.7
38	Cc1cnc(N2CCc3cc(C(=O)NC(C)C)c(N(C)C)nc3CC2)nc1	-0.2	2.1	-3.2	16.9
39	O=C1[C@H]2Cc3c([nH]c4ccccc34)CN2C(=O)CN1Cc1ccco1	-29.8	-0.6	-0.5	-6.3
40	CC(=O)N1CCCC(c2ccnc(Nc3cccc(C)c3)n2)C1 (stereo not given)	0.0	-1.3	2.4	1.8
41	NC(=O)c1cccc(NC(=O)c2cc(Cl)c3c(c2)OCO3)c1	-5.9	-2.5	47.7*	-9.2
42	COc1ccc(-n2c(Cc3cccn3C)nnc2SCC(=O)Nc2ccc(OC)c(OC)c2)cc1	-1.3	-0.7	0.6	-147.9
43	Cn1c(=O)c2ccc(C3CCN(C(=O)c4ccccc4)C3)nc2n(C)c1=O (stereo not given)	2.4	0.1	5.7	9.3
44	O=C1Cc2cc(S(=O)(=O)N3CCC([C@@H]4NC(=O)N[C@H]5OCCC[C@H]54)CC3)ccc2N1	-4.4	-4.3	2.4	7.1
45	CCC(Sc1nc2c(=O)[nH]cnc2n1C)C(=O)Nc1ccc(C(C)C)cc1 (stereo not given)	-8.6	-8.3	-12.0	7.4

#	USP30 block	USP17 inh	UCHL1 inh	USP8 block
31	10.0	1.2	-0.4	-1.1
32	-4.5	-11.7	-2.9	-0.2
33	-0.8	37.2*	-2.5	18.5
34	0.8	-4.5	-7.0	9.2
35	-114.8	-28.1	-2.9	-58.6
36	-110.8	-63.1	0.0	-106.7
37	30.3*	13.2	5.9	9.2
38	12.2	-9.0	3.4	-130.0
39	-18.7	-1.1	1.3	6.5
40	5.2	0.0	-0.2	5.9
41	-11.3	-12.1	-4.1	-1.4
42	-35.2	7.2	-1.2	7.4
43	12.4	3.1	2.1	24.9
44	-72.2	3.2	2.4	42.9*
45	-27.5	9.0	-0.5	-0.6

Later entries
#	Compound	USP7 block	USP10 inh	USP28 block	OTUD3 inh
46	Cn1c(NC(=O)c2ccc(-c3ccccc3)cc2)cc(=O)n(C)c1=O	-1.3	-1.6	-21.3	-13.6
47	COc1ccc(-c2onc(C)c2C)cc1S(=O)(=O)Nc1ccc(CN2CCC(C)CC2)cc1	-0.8	-4.8	-9.9	-6.1
48	Cc1cccc(NC(=O)c2csc(-c3cn(C)c4ncccc34)n2)c1	14.5	8.3	-0.6	-13.6
49	Cc1[nH]c2c(C(=O)NCC(F)(F)F)cccc2c1C	0.3	-0.9	0.1	-4.6
50	COc1ccc(C)cc1NC(=O)CC(c1ccco1)n1cccc1 (stereo not given)	-5.7	3.1	-0.9	-3.9
51	CN1c2ccccc2CN(C(=O)c2ccccc2)CC1Cc1ccccc1 (stereo not given)	-22.3	-2.1	-57.7	-48.5
52	Cc1cnc(NC(=O)c2ccc(N3CCCC3=O)cc2)s1	0.0	1.4	-6.6	-6.4
53	COc1ccccc1CC(=O)NC1CCCc2ccccc21 (stereo not given)	-1.2	-4.0	-4.6	-7.7
54	CSc1ccc([C@@H]2c3c(C)nn(-c4ccccc4)c3NC(=O)[C@H]2NC(=O)c2ccccc2)cc1	0.7	-4.5	6.2	-12.6
55	CCCc1nnc([C@H]2CCN(Cc3cnc4ccccc4c3)C2)o1	-1.2	-2.7	6.2	-2.0
56	CN(CC(=O)Nc1cccc(Cl)c1)C(=O)c1ccc2c(c1)nnn2C	-0.2	-4.5	24.1	-5.5
57	CC(C)Cc1nc2sc3c(SCCc4ccccc4)ncnc3c2c2c1COC(C)(C)C2	9.4	-0.4	3.9	8.8
58	CC(=O)Nc1ccc(C2(C(=O)NCc3ccccc3C)CCC2)cc1	0.1	-0.2	1.7	1.1
59	O=C(CS(=O)(=O)c1[nH]c(-c2ccc(F)cc2)nc1-c1ccccc1)Nc1ccc(F)cc1	-18.8	6.7	-1.0	-5.5
60	Cc1cccc(NC(=O)CSc2ccc(-c3nc(C)no3)cn2)c1	-0.1	-1.6	-22.4	-12.5
61	COc1ccc(/C=C/C(=O)Nc2ccc(OC)nc2)cc1	0.1	-5.7	17.1	-6.1
62	COc1ccc(N2CCN(Cc3nc4c([nH]3)c(=O)n(C)c(=O)n4C)CC2)cc1	-0.1	-4.7	-6.6	-5.0

#	USP30 block	USP17 inh	UCHL1 inh	USP8 block
46	-23.1	-29.4	-0.2	-13.3
47	-1.9	-9.8	0.6	4.0
48	-7.8	2.6	7.2	6.7
49	-21.4	-3.2	0.9	8.0
50	-21.4	-14.9	-0.2	1.2
51	-259.0	-57.1	-17.7	-25.2
52	-2.6	x	-3.2	1.9
53	-23.7	-7.3	-5.3	-1.0
54	-1.1	-0.1	0.1	6.9
55	-17.1	0.4	-0.2	14.1
56	-18.3	-7.0	-3.5	3.8
57	16.5	9.3	3.4	23.2
58	7.0	16.2	-2.0	9.0
59	-17.5	0.1	2.9	4.8
60	-80.7	-14.2	0.2	-8.5
61	-44.8	22.7	-0.7	-14.2
62	-9.9	-0.5	-5.5	-1.3
